Screens from PubChem BioAssay.
Bfl-1 inhibitors – Bfl-1 inhibitors, primary screen, biochemical, fluorescence polarization, FITC-Bid, mouse (AID 432); FITC-Bid BH3 peptide fluorescence polarization displacement; higher % means a stronger effect; displacement, % at 20 µM; hits with a dose series show IC50 in µM; hit rate 0.02% among 64,000; in the data active = a potency from the dose series; inactive = the rest, 99 in 100 with displacement below about 15%; also: strong numbers were not always called active
PMK inhibit – blocks S. pneumoniae phosphomevalonate kinase. purified PMK, PK/LDH-coupled NADH absorbance 340 nm. inhibition, % at 10 µM. hit rate 0.49% among 65,000. AID 539;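 active = top-ranked compounds by inhibition in the single 10 µM screen, taking a fixed number of the strongest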;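 also: 0% = full reaction with DMSO carrier and 100% = background rate without enzyme reaction; no value below 0 was filed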
HT1080 viability – HT1080 cell viability loss – fluorescence readout (AID 620). one-dose cytotoxicity, % at 10 µM; EC50 in µM for titrated hits. hit rate 0.42% among 87,000. HT1080 viability, fluorescence; higher % means a stronger effect;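 also: cells exposed to compound overnight then 4 h with Alamar Blue; 0% = vehicle DMSO and 100% = killing control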
MK inhibit – inhibitors of Streptococcus pneumoniae mevalonate kinase; hit rate 0.48% among 65,000; inhibition, % at 10 µM; purified MK, PK/LDH-coupled NADH absorbance 340 nm;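 active = ranked among the strongest by inhibition in the single 10 µM screen, a fixed top-ranked set picked for dose follow-up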; also: no value below 0 was filed
HPDE-C7 cytotoxicity – HPDE-C7 pancreatic duct cell viability loss – fluorescence, HTS (AID 430) | HPDE-C7 pancreatic duct cells viability, fluorescence; higher % means a stronger effect | one-dose cytotoxicity, % at 10 µM; EC50 in µM for titrated hits | hit rate 1.8% among 63,000;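 also: cells exposed to compound for 48 hours before viability readout; 0% = vehicle and 100% = reference cytotoxic drug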
DPM-DC inhibit – blocks S. pneumoniae diphosphomevalonate decarboxylase | purified DPM-DC, PK/LDH coupled NADH fluorescence | calls only at 10 µM | hit rate 0.49% among 65,000;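 active = the 320 compounds with the highest percent inhibition in the single-dose primary screen, excluding strongly autofluorescent ones, cut at about 32% in these data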;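 also: kinetic rate of NADH fluorescence loss reporting ADP formed by the decarboxylase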
LYP phosphatase – inhibition of human PTPN22 tyrosine phosphatase – biochemical, DiFMUP fluorescence, recombinant catalytic domain, 10 µM, primary screen (AID 606); inhibition, % at 10 µM, or IC50 in µM where a hit was titrated; 52,000 tested, under 10 active; recombinant LYP catalytic domain, DiFMUP fluorescence; higher % means a stronger effect;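 active = IC50 under 40 µM in the dose-response test; inactive = IC50 of 40 µM or more, or never dose-tested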
TNAP inhibition – human TNAP enzyme inhibitors, biochemical, luminescent (AID 518) | purified TNAP enzyme, luminescent substrate readout; higher % means a stronger effect | hit rate 0.09% among 64,000 | inhibition, % at 20 µM; hits with a dose series show IC50 in µM; in the data active = a potency from the dose series; inactive = the rest, 99 in 100 with inhibition below about 22%;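 also: plate controls were vehicle for no effect and reference inhibitor for full effect; many of its hits are not listed in these tables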
KRASV12 cytotoxicity – viability loss of HPDE-C7K cells – cell-based, fluorescence, HTS, primary screen (AID 431); hit rate 1.7% among 63,000; one-dose cytotoxicity, % at 10 µM; EC50 in µM for titrated hits; HPDE-C7K KRASV12 cells, Alamar Blue viability, 48 h; higher % means a stronger effect;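 active = compounds whose percent cytotoxicity in the single-dose primary screen, scaled between solvent and toxic-drug controls, exceeds 50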;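 also: 0% = DMSO solvent wells and 100% = doxorubicin-treated wells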
PMK inhibit pilot replicates – further read-out of PMK inhibit, marked with its call; inhibition, %; measured here: pilot screen replicates
MK inhibit pilot replicates – further read-out of MK inhibit, marked with its call; inhibition, %; measured here: pilot screen replicates
DPM-DC inhibit pilot screen % – also measured in DPM-DC inhibit; calls as there; inhibition, %; measured here: pilot screen trials
The depositor's hits bear a star; i = inactive; / = not tested or not shown. Rule as the data show it, unless noted: active = cytotoxicity above about 50%; inactive = the rest.

SMILES	Bfl-1 inhibitors	PMK inhibit	HT1080 viability	MK inhibit	HPDE-C7 cytotoxicity	DPM-DC inhibit	LYP phosphatase	TNAP inhibition	KRASV12 cytotoxicity	others
COCCn1c(SCC(=O)Nc2nnc(C)s2)nnc1-c1c[nH]c2ccccc12	-3%	10	31%	0	-14%	i	5%	13%	-19%	PMK inhibit pilot replicates=0.0;MK inhibit pilot replicates=0.0;DPM-DC inhibit pilot screen %=0.0
COc1cc2c(=O)n(-c3ccc(C)cc3)c(=O)n(CC(=O)c3ccc4c(c3)OCO4)c2cc1OC	1%	10	27%	0	7%	i	2%	8%	2%
CCOc1ccc(C(=O)Nc2cc(C)on2)cc1	-5%	7	-2%	2	-12%	i	/	-3%	-10%
O=C(Nc1nc2ccc(S(=O)(=O)N3CCCCC3)cc2s1)c1ccncc1	-6%	16	-9%	19	0%	i	10%	9%	5%
O=C(CSc1ccc2c(c1)OCCO2)NCc1ccco1	0%	14	-2%	2	-1%	i	5%	6%	3%
CCOC(=O)c1c(C)[nH]c(C(=O)OCC(=O)N2CCc3ccccc32)c1C	1%	17	-4%	2	-15%	i	/	-1%	-21%
CN(C1CCCCC1)S(=O)(=O)c1ccc2c(c1)c(=O)c(C(=O)NCCN1CCCC1)cn2C	-5%	0	0%	3	-7%	i	7%	21%	1%
N=c1sc2ccccc2n1-c1ccccc1	-2%	0	3%	5	-9%	i	0%	7%	-6%	PMK inhibit pilot replicates=2.0;MK inhibit pilot replicates=3.5;DPM-DC inhibit pilot screen %=0.0
C/C(CC1(O)C(=O)N(Cc2ccccc2)c2ccccc21)=N\O (stereo not drawn)	-2%	4	1%	4	2%	i	7%	10%	18%
O=c1n(Cc2ccccc2)c2cc(Cl)cnc2n1Cc1ccccc1	-7%	0	-17%	6	42%	i	18%	5%	24%
N#CCCN1CCN(S(=O)(=O)c2ccc(S(=O)(=O)NC3CCCC3)cc2)CC1	-2%	0	-1%	1	-7%	i	-1%	16%	0%	PMK inhibit pilot replicates=0.0;MK inhibit pilot replicates=0.5;DPM-DC inhibit pilot screen %=0.5
Cc1cc(C)n(-c2nc(NCc3cccnc3)c3c4c(sc3n2)COC(C)(C)C4)n1	1%	7	10%	2	5%	/	2%	4%	12%
CCC1CCc2c(sc(NC(=O)c3ccoc3C)c2C(N)=O)C1 (stereo not drawn)	0%	0	6%	0	12%	/	1%	6%	11%
CN(CC(=O)Nc1ccccc1Cl)C(=O)COC(=O)CNC(=O)c1ccc(Br)o1	-4%	0	10%	5	-24%	i	11%	8%	-19%	PMK inhibit pilot replicates=1.5;MK inhibit pilot replicates=3.5;DPM-DC inhibit pilot screen %=7.5
CCC(C)(C)NC(=O)C(c1ccccc1F)N(Cc1ccco1)C(=O)Cn1nnc2ccccc21 (stereo not drawn)	3%	0	-9%	3	2%	i	/	11%	-4%
COC(=O)c1cc(Br)c(=O)n(Cc2ccco2)c1	-4%	0	9%	6	-12%	i	/	12%	-12%
Cc1c(C(=O)NCc2cccnc2)oc2c1C(=O)CC(C)(C)C2	-2%	5	-2%	3	-8%	i	18%	3%	6%
CCC(=O)N1CCc2cc(S(=O)(=O)CCC(=O)NCc3ccc4c(c3)OCO4)ccc21	2%	11	-8%	8	-21%	i	-3%	14%	-10%
Cc1cc(C)c(NC(=O)CN2CCN3CCCC3C2)c(C)c1 (stereo not drawn)	-2%	17	-5%	10	-6%	i	14%	2%	3%
O=C(c1cnn2c(C(F)F)cc(C3CC3)nc12)N1CCc2ccccc2C1	0%	11	-3%	14	-1%	i	18%	5%	-8%
O=C(COc1ccc(Cl)cc1Cl)NCc1ccco1	-3%	8	-3%	9	-23%	i	/	14%	-14%
c1ccc(C2(c3ccccc3)OCC(Cn3cncn3)O2)cc1 (stereo not drawn)	-1%	9	9%	0	-2%	i	2%	-3%	6%
CC(=O)c1cccc(NC(=O)c2cc(C)no2)c1	-2%	2	5%	3	-24%	i	15%	0%	-9%
Cc1ccc(OCC(=O)Nc2cccc(C)n2)c(C)c1	1%	1	5%	2	4%	i	17%	6%	8%
Cc1cc(OCC(=O)NCCCN(C)C)cc(C)c1Br	4%	0	9%	9	-17%	i	2%	0%	-24%
COc1ccc(C(=O)/C(C)=N/O)cc1OC	-4%	1	2%	5	-7%	i	18%	13%	0%
COc1ccc(C(=O)Nc2ccccc2NC(=O)c2ccco2)cc1OC	1%	0	2%	13	-6%	i	5%	14%	3%
CCC(CC)C(=O)Nc1cccc(-c2nc3ccccc3o2)c1	0%	11	0%	9	3%	i	-2%	4%	-2%
O=C(Cn1nnc(-c2cccs2)n1)N1CCc2ccccc2C1	1%	15	10%	7	3%	i	/	7%	-2%
O=C(CCNc1cccc(C(F)(F)F)c1)c1ccco1	0%	0	/	8	-6%	i	12%	10%	-1%
CCn1cc(C(=O)NCc2ccc(Cl)cc2)c(=O)c2cc(S(=O)(=O)N3CCOCC3)ccc21	3%	5	-8%	5	0%	i	1%	16%	2%
CC(C)N(CCCNC(=O)CC1Oc2ccccc2NC1=O)Cc1ccccc1 (stereo not drawn)	-2%	3	-5%	9	7%	i	-2%	12%	6%
COc1ccccc1NC(=O)CSc1nnc(-c2ccc(NC(C)=O)cc2)n1C	2%	7	-3%	7	6%	i	15%	10%	6%
CCOc1cc(C2CC(=O)NC3=C2C(=O)C(C(=O)OC)C(C)C3)cc(Cl)c1O (stereo not drawn)	-2%	15	1%	0	-3%	i	/	7%	2%
CC(=O)Nc1cccc(-c2nnc(-c3ccccc3)o2)c1	-6%	1	12%	3	-12%	i	/	17%	3%	PMK inhibit pilot replicates=0.5;MK inhibit pilot replicates=0.0;DPM-DC inhibit pilot screen %=3.0
CCCC(=O)Nc1cccc(-c2cn3ccsc3n2)c1	0%	13	5%	4	13%	i	/	5%	9%
COc1ccc(N2C(=O)CCC(C(=O)c3ccccc3)=C2C)cc1	1%	2	1%	13	-2%	i	1%	11%	-12%
Cc1cc(C(=O)NCc2cc(C)n(C)n2)sc1-c1ccccc1	1%	8	17%	5	-2%	i	12%	9%	4%
COc1ccc(CCNc2oc(-c3ccccc3OC)nc2C#N)cc1OC	-2%	15	1%	14	7%	/	/	15%	20%
CCc1cc2cc(C(=O)Nc3ccccc3F)sc2s1	1%	2	-12%	10	0%	i	5%	13%	-4%

The closing 2 compounds of the part before are carried over, then new ones follow:
SMILES	Bfl-1 inhibitors	PMK inhibit	HT1080 viability	MK inhibit	HPDE-C7 cytotoxicity	DPM-DC inhibit	LYP phosphatase	TNAP inhibition	KRASV12 cytotoxicity	others
COc1ccc(CCNc2oc(-c3ccccc3OC)nc2C#N)cc1OC	-2%	15	1%	14	7%	/	/	15%	20%
CCc1cc2cc(C(=O)Nc3ccccc3F)sc2s1	1%	2	-12%	10	0%	i	5%	13%	-4%
Cc1nc2ccccc2c2oc(C(=O)N3CCc4ccccc43)cc12	3%	6	3%	5	0%	i	7%	7%	0%
COc1ccc(NC(=O)N2CCN(c3nc(-c4cccc(OC)c4)cs3)CC2)cc1	-5%	6	6%	9	20%	i	-5%	3%	32%	PMK inhibit pilot replicates=0.5;MK inhibit pilot replicates=0.0;DPM-DC inhibit pilot screen %=2.5
Cc1nc2c(c(=O)n1CCC(C)C)c1nc3ccccc3nc1n2Cc1ccc2c(c1)OCO2	0%	3	-7%	2	-2%	i	/	6%	-3%
CN(Cc1ccccc1)c1oc(-c2ccco2)nc1C#N	-5%	17	17%	16	2%	/	/	14%	8%
CC1(C)N(O)CC(c2cccs2)=[N+]1[O-]	1%	0	4%	0	-12%	i	9%	4%	-22%
c1ccc(-n2ncc3c(NCc4ccco4)ncnc32)cc1	-2%	6	22%	4	1%	i	1%	17%	7%
COCCCNC(=O)CCc1nc(-c2ccccc2Cl)no1	-1%	19	-3%	8	-3%	i	/	5%	-2%	PMK inhibit pilot replicates=0.0;MK inhibit pilot replicates=0.0;DPM-DC inhibit pilot screen %=0.5
COc1ccc(CNc2nc(-c3cccnc3)nn2C(=O)c2ccco2)cc1	-2%	0	8%	5	1%	i	1%	18%	-2%
CC(=O)N1CCCc2cc(S(=O)(=O)NCc3ccc(C)cc3)ccc21	6%	12	8%	11	-16%	i	/	-5%	-9%

Arranged by formula weight (largest number first): some entries from above.
SMILES	Bfl-1 inhibitors	PMK inhibit	HT1080 viability	MK inhibit	HPDE-C7 cytotoxicity	DPM-DC inhibit	LYP phosphatase	TNAP inhibition	KRASV12 cytotoxicity	others
CCn1cc(C(=O)NCc2ccc(Cl)cc2)c(=O)c2cc(S(=O)(=O)N3CCOCC3)ccc21	3%	5	-8%	5	0%	i	1%	16%	2%
Cc1nc2c(c(=O)n1CCC(C)C)c1nc3ccccc3nc1n2Cc1ccc2c(c1)OCO2	0%	3	-7%	2	-2%	i	/	6%	-3%
COc1ccc(NC(=O)N2CCN(c3nc(-c4cccc(OC)c4)cs3)CC2)cc1	-5%	6	6%	9	20%	i	-5%	3%	32%	PMK inhibit pilot replicates=0.5;MK inhibit pilot replicates=0.0;DPM-DC inhibit pilot screen %=2.5
COc1ccccc1NC(=O)CSc1nnc(-c2ccc(NC(C)=O)cc2)n1C	2%	7	-3%	7	6%	i	15%	10%	6%
CCOc1cc(C2CC(=O)NC3=C2C(=O)C(C(=O)OC)C(C)C3)cc(Cl)c1O (stereo not drawn)	-2%	15	1%	0	-3%	i	/	7%	2%
COc1ccc(CNc2nc(-c3cccnc3)nn2C(=O)c2ccco2)cc1	-2%	0	8%	5	1%	i	1%	18%	-2%
CC(=O)N1CCCc2cc(S(=O)(=O)NCc3ccc(C)cc3)ccc21	6%	12	8%	11	-16%	i	/	-5%	-9%
Cc1nc2ccccc2c2oc(C(=O)N3CCc4ccccc43)cc12	3%	6	3%	5	0%	i	7%	7%	0%
Cc1cc(C(=O)NCc2cc(C)n(C)n2)sc1-c1ccccc1	1%	8	17%	5	-2%	i	12%	9%	4%
COCCCNC(=O)CCc1nc(-c2ccccc2Cl)no1	-1%	19	-3%	8	-3%	i	/	5%	-2%	PMK inhibit pilot replicates=0.0;MK inhibit pilot replicates=0.0;DPM-DC inhibit pilot screen %=0.5
COc1ccc(N2C(=O)CCC(C(=O)c3ccccc3)=C2C)cc1	1%	2	1%	13	-2%	i	1%	11%	-12%
CCc1cc2cc(C(=O)Nc3ccccc3F)sc2s1	1%	2	-12%	10	0%	i	5%	13%	-4%
c1ccc(-n2ncc3c(NCc4ccco4)ncnc32)cc1	-2%	6	22%	4	1%	i	1%	17%	7%
CCCC(=O)Nc1cccc(-c2cn3ccsc3n2)c1	0%	13	5%	4	13%	i	/	5%	9%
O=C(CCNc1cccc(C(F)(F)F)c1)c1ccco1	0%	0	/	8	-6%	i	12%	10%	-1%
CC(=O)Nc1cccc(-c2nnc(-c3ccccc3)o2)c1	-6%	1	12%	3	-12%	i	/	17%	3%	PMK inhibit pilot replicates=0.5;MK inhibit pilot replicates=0.0;DPM-DC inhibit pilot screen %=3.0
CC1(C)N(O)CC(c2cccs2)=[N+]1[O-]	1%	0	4%	0	-12%	i	9%	4%	-22%
